Bioassay records: PubChem, Broad Institute
ROS inducer: inducers of reactive oxygen species in cancer cells | U2OS ROS induction, H2DCF-DA fluorescence | ROS induction (% of piperlongumine), % at 10 µM | actives 2% (n = 46,000); in the data active means ROS induction above about 79%, passing the limit was not always enough;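 further: 0% = DMSO vehicle median and 100% = reference compound median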
Starred values were filed as active, the others as inactive. Not all compounds are listed. The share of hits here may be higher or lower than overall.

SMILES	ROS inducer
Cc1[nH]cnc1/C=N/NC(=O)c1ccccc1O	13
C[C@@H]1CN([C@@H](C)CO)C(=O)c2cc(NC(=O)C3CCCCC3)ccc2O[C@H]1CN(C)S(C)(=O)=O	-5
C=CCNC(=O)[C@H]1[C@@H]2C(=O)O[C@@H](c3ccccc3)[C@@H](c3ccccc3)N2[C@@H](c2ccc(O)cc2)[C@]12C(=O)N(C(=O)OCCOC)c1ccc(C#CC3=CCCCC3)cc12	13
CC(C)NC(=O)N(C)C[C@H]1Oc2c(NC(=O)Nc3cccc4ccccc34)cccc2C(=O)N([C@H](C)CO)C[C@@H]1C	11
COc1ccc(S(=O)(=O)Nc2ccc3c(c2)CC(=O)N([C@@H](C)CO)C[C@H](C)[C@@H](CN(C)Cc2ccc4c(c2)OCO4)O3)cc1	58
CCOC(=O)c1c(NC(=O)CSc2nncn2C)sc(C)c1C	7
O=C(O)CCCc1cc2cc(Br)ccc2o1	5
O=C1c2ccccc2C(=O)N1c1nccs1	1
C[C@@H]1CN([C@@H](C)CO)C(=O)c2cccc(NS(=O)(=O)c3ccccc3)c2O[C@H]1CN(C)Cc1ccncc1	-5
Cc1noc(C)c1NC(=O)N(C)C[C@H]1Oc2c(NC(=O)c3cnccn3)cccc2C(=O)N([C@H](C)CO)C[C@@H]1C	-7
C[C@H](CO)N1C[C@H](C)[C@H](CN(C)S(=O)(=O)c2cccs2)Oc2ncc(C#Cc3ccccc3)cc2C1=O	40
C[C@H]1CN([C@@H](C)CO)C(=O)Cc2cc(NC(=O)C3CCCCC3)ccc2O[C@@H]1CN(C)CC1CCCCC1	0
CCn1c(SCC(=O)Nc2ccc(Cl)cc2)nnc1-c1ccco1	-7
Cc1cccc(COc2ccc3c(C)cc(=O)oc3c2)c1	0
CN(CC(=O)Nc1ccccc1[N+](=O)[O-])S(=O)(=O)c1ccc(Cl)cc1	1
NC(=O)Cc1ccc(O)c(Cl)c1	-3
COC(=O)/C=C1\SC(=NC(=O)c2ccc(OC)cc2)NC1=O	9
COc1ccc(CN(C)C[C@@H]2Oc3c(NC(=O)Nc4ccc(C(F)(F)F)cc4)cccc3C(=O)N([C@H](C)CO)C[C@H]2C)cc1	41
C[C@H](CO)N1C[C@H](C)[C@H](CN(C)Cc2ccc(-c3ccccc3)cc2)Oc2ccc(NC(=O)Cn3cnnn3)cc2C1=O	-15
COc1ccc(S(=O)(=O)Nc2ccc3c(c2)C(=O)N([C@H](C)CO)C[C@H](C)[C@@H](CN(C)C(=O)NC2CCCCC2)O3)cc1	-10
C[C@H](CO)N1C[C@H](C)[C@H](CN(C)S(=O)(=O)c2ccc(F)cc2)Oc2c(NC(=O)c3cnccn3)cccc2C1=O	-4
Cc1cc(C(=O)Nc2cccc3c2O[C@@H](CN(C)Cc2ccccc2)[C@H](C)CN([C@@H](C)CO)C3=O)n(C)n1	-3
COc1ccc(OC)c(NC(=O)Cn2cnc3sc(C)c(-c4ccccc4)c3c2=O)c1	-26
Cc1ccc(S(=O)(=O)N(C)C[C@@H]2Oc3ccc(NS(=O)(=O)c4ccc(F)cc4)cc3C(=O)N([C@@H](C)CO)C[C@H]2C)cc1	19
C[C@@H]1CN([C@H](C)CO)C(=O)c2cccc(NC(=O)c3ccncc3)c2O[C@@H]1CN(C)S(C)(=O)=O	-10
Nc1ccc(S(=O)(=O)Nc2nccs2)cc1	2
COc1ccc2oc(-c3cccc(NC(=O)COc4ccc(Cl)cc4)c3)nc2c1	29
C[C@H]1CN([C@@H](C)CO)C(=O)c2cc(NC(=O)C3CC3)ccc2O[C@@H]1CN(C)Cc1ccc2c(c1)OCO2	2
C[C@H](CO)N1C[C@H](C)[C@H](CN(C)Cc2ccc(C(F)(F)F)cc2)Oc2ccc(NC(=O)NC3CCCCC3)cc2CC1=O	12
C[C@@H]1CN([C@@H](C)CO)C(=O)c2cccc(NS(=O)(=O)c3ccc(F)cc3)c2O[C@H]1CN(C)S(=O)(=O)c1cn(C)cn1	-2
C[C@H]1CN([C@@H](C)CO)C(=O)c2cc(NS(=O)(=O)c3ccc(F)cc3)ccc2O[C@H]1CN(C)S(=O)(=O)c1cn(C)cn1	-13
C[C@H](CO)N1C[C@H](C)[C@H](CN(C)Cc2cccc(C(F)(F)F)c2)Oc2ncc(-c3ccccc3)cc2C1=O	47
Cc1cccc(NC(=S)Nc2c(C(C)C)cccc2C(C)C)c1	-8
COc1ccc2[nH]c3c(=O)n(CCCCC(=O)Nc4ccccc4)c(=S)[nH]c3c2c1	10
O=C(Cc1cccc2ccccc12)NN1C(=O)C2C3C=CC(C3)C2C1=O (configuration not stated)	-19
COc1ccc(C(=O)c2c(NC(C)=O)sc3c2CCN(C(=O)OC(C)(C)C)C3)cc1	3
COCCOC(=O)N1C(=O)[C@@]2(c3ccccc31)[C@H](c1ccccc1OCCO)N1[C@H](c3ccccc3)[C@H](c3ccccc3)OC(=O)[C@H]1[C@@H]2C(=O)N1CCc2cc(OC)c(OC)cc2C1	214*
CC(C)=CCc1cc2c(c(CC=C(C)C)c1O)O[C@H](c1ccc(O)cc1)[C@@H](O)C2=O	14
COc1ccc([Si](C)(C)[C@@H]2[C@@H](CCO)O[C@]3(C(=O)N(Cc4cccc(NC(C)=O)c4)c4ccccc43)[C@H]2C)cc1	65
C[C@H](CO)N1C[C@H](C)[C@H](CN(C)S(=O)(=O)c2ccccc2)Oc2ccc(NS(=O)(=O)c3ccc(Cl)cc3)cc2CC1=O	0
Cc1ccc(S(=O)(=O)N(c2cc(C)nn2C)S(=O)(=O)c2ccc(C)cc2)cc1	18
Cc1ccc(S(=O)(=O)N(C)C[C@H]2Oc3c(NC(=O)Nc4ccc5c(c4)OCO5)cccc3C(=O)N([C@@H](C)CO)C[C@H]2C)cc1	11
C[C@@H]1CN([C@H](C)CO)C(=O)c2cccc(NC(=O)c3ccc(-c4nccs4)cc3)c2O[C@H]1CN(C)Cc1ccc(-c2ccccc2)cc1	39
Cc1cc(C)nc(/N=C(/NC(=O)Cc2ccccc2)N2CCC(C(N)=O)CC2)n1	-10
C[C@H](CO)N1C[C@H](C)[C@H](CN(C)S(=O)(=O)c2cccs2)Oc2ncc(C#CC(C)(C)O)cc2C1=O	0
COc1ccc(CN(C)C[C@@H]2Oc3ccc(NC(=O)Nc4ccccc4)cc3CC(=O)N([C@H](C)CO)C[C@H]2C)cc1	14
CC(NC(=O)CC(c1ccccc1)c1ccccc1)c1ccccc1 (configuration not stated)	-19
CSc1n[nH]c(NS(=O)(=O)c2ccc(Cl)cc2)c1-c1ccccn1	7

A few values from the results shown.
CC(NC(=O)CC(c1ccccc1)c1ccccc1)c1ccccc1 (configuration not stated) in ROS inducer: -19
CSc1n[nH]c(NS(=O)(=O)c2ccc(Cl)cc2)c1-c1ccccn1 in ROS inducer: 7

(further entries)
SMILES	ROS inducer
Cc1noc(C)c1NC(=O)Nc1ccc2c(c1)C(=O)N([C@H](C)CO)C[C@H](C)[C@H](CN(C)S(=O)(=O)c1ccc(Cl)cc1)O2	-5
CC(C)C[C@@H]1NC(=O)[C@@H]2C[C@H](C(=O)NCc3ccc(F)cc3)[C@H](c3ccc(O)cc3)N2C1=O	13
CCN1/C(=C2/SC(=S)N(N)C2=O)C=Cc2cc(C)ccc21	-10
COCCOC(=O)N1C(=O)[C@@]2(c3cc(C#CCCO)ccc31)[C@H](c1ccccc1OCCO)N1[C@H](c3ccccc3)[C@H](c3ccccc3)OC(=O)[C@H]1[C@@H]2C(=O)NC[C@H](O)c1ccccc1	29
Cc1ccc2[nH]c(=O)c3cc(C(=O)N(C)c4cccc(Cl)c4)sc3c2c1	27
Cn1c(SCC(=O)c2ccc3c(c2)Cc2ccccc2-3)nnc1-c1cccc(N)c1	-19
C[C@@H]1CN([C@H](C)CO)C(=O)c2cccc(NC(=O)Nc3ccc(F)cc3)c2O[C@@H]1CN(C)C	4
CC(C)NC(=O)N(C)C[C@@H]1Oc2c(NC(=O)Nc3ccc(C(F)(F)F)cc3)cccc2C(=O)N([C@@H](C)CO)C[C@@H]1C	3
C[C@@H]1CN([C@@H](C)CO)C(=O)c2cc(NC(=O)CCC(F)(F)F)ccc2O[C@H]1CN(C)S(=O)(=O)c1cccs1	-12
CC(=O)c1cccc(NC(=O)CN2C(=O)c3ccccc3S2(=O)=O)c1	-1
C[C@@H]1CN([C@@H](C)CO)C(=O)c2cccc(NC(=O)C3CC3)c2O[C@H]1CN(C)S(C)(=O)=O	-3
C[C@H]1CN([C@@H](C)CO)C(=O)c2cc(NC(=O)CCC(F)(F)F)ccc2O[C@@H]1CN(C)Cc1ccc(C(=O)O)cc1	-8
COc1ccc(OC)c(NC(=O)COc2ccc(C(=O)Nc3ccc(C)cc3)cc2)c1	4
C[C@H]1CN([C@@H](C)CO)C(=O)c2cc(NC(=O)CCC(F)(F)F)ccc2O[C@H]1CN(C)C(=O)Nc1cccc2ccccc12	-14
CNC[C@@H]1Oc2c(NC(=O)c3nc4ccccc4s3)cccc2C(=O)N([C@H](C)CO)C[C@H]1C	1
C[C@@H]1CN([C@H](C)CO)C(=O)c2cc(NS(=O)(=O)c3ccccc3)ccc2O[C@@H]1CN(C)S(C)(=O)=O	-7
COc1ccc(NC(=O)Nc2ccc3c(c2)CC(=O)N([C@H](C)CO)C[C@@H](C)[C@H](CN(C)S(=O)(=O)c2ccc(C)cc2)O3)cc1	49
COc1ccc(NC(=O)Cn2cnc3sc(-c4ccccc4)cc3c2=O)cc1	3
C[C@@H]1CN([C@H](C)CO)C(=O)c2cc(NC(=O)C3CCCCC3)ccc2O[C@@H]1CN(C)C(=O)NC1CCCCC1	-18
COc1ccc(-n2nc3cc(C)c(NC(=S)NC(=O)COc4cccc(C)c4)cc3n2)cc1Cl	-3
CCNC(=S)N1N=C2c3ccccc3CCC2C1c1ccc(F)cc1 (configuration not stated)	101*
O=c1c(-c2c(O)cc(O)c3c(=O)cc(-c4ccc(O)cc4)oc23)c(-c2ccc(O)cc2)oc2cc(O)cc(O)c12	0
CC(C)NC(=O)Nc1cccc2c1O[C@H](CN(C)C(=O)Nc1ccc3c(c1)OCO3)[C@H](C)CN([C@H](C)CO)C2=O	-10
CNC[C@@H]1Oc2c(N)cccc2C(=O)N([C@@H](C)CO)C[C@H]1C	5
C[C@H](CO)N1C[C@H](C)[C@H](CN(C)C(=O)Nc2ccc(C(F)(F)F)cc2)Oc2ccc(NC(=O)CCC(F)(F)F)cc2CC1=O	-4
COc1cccc2cc(-c3nnc(SCC(=O)c4ccccc4)n3C)oc12	1
CCn1c(Cn2nnc3ccccc32)nnc1SCC(=O)c1ccc(Br)cc1	44
COc1ccc(CCNC(=O)CSc2nc3c(sc4ccccc43)c(=O)n2CCO)cc1OC	15
O=C1O[C@H](c2ccccc2)[C@H](c2ccccc2)N2[C@H]1[C@@H](C(=O)N1CCN(c3ncccn3)CC1)[C@]1(C(=O)Nc3ccc(C#CC4(O)CCCCCC4)cc31)[C@H]2c1ccccc1OCCO	147*
C[C@H](CO)N1C[C@H](C)[C@H](CN(C)C(=O)Nc2ccccc2)Oc2ccc(NC(=O)Cc3cn(C)c4ccccc34)cc2CC1=O	22
COC(=O)c1c2ccccc2c(C)c2ccccc12	10
C[C@H](CO)N1C[C@H](C)[C@H](CN(C)S(C)(=O)=O)Oc2ccc(NC(=O)Nc3cccc4ccccc34)cc2CC1=O	-3
COc1ccc([N+](=O)[O-])cc1NC(=O)c1ccccc1OCC(=O)Nc1cccc(C)c1	11
C[C@H](CO)N1C[C@H](C)[C@@H](CN(C)Cc2ccc(Oc3ccccc3)cc2)Oc2ccc(NC(=O)CCCN(C)C)cc2C1=O	-1
C[C@H](CO)N1C[C@H](C)[C@@H](CN(C)S(=O)(=O)c2cn(C)cn2)Oc2ccc(NC(=O)Nc3ccc(F)cc3)cc2C1=O	-8
COc1cc(/C=C2/C(=N)N3C=CSC3=NC2=O)cc(OC)c1OCCOc1ccc(C)c(C)c1	35
N#CC(C#N)=C(N)/C(C#N)=C/c1cc(O)c(O)c(O)c1	-3
C[C@H](CO)N1C[C@H](C)[C@H](CN(C)Cc2ccccc2)Oc2ncc(-c3cc4ccccc4o3)cc2C1=O	62
C[C@@H]1CCCCO[C@H](CN(C)C(=O)Cc2ccccc2)[C@@H](C)CN([C@H](C)CO)C(=O)c2cc(NC(=O)Nc3ccc(F)cc3)ccc2O1	20
Nc1ncnc(NCCN2CCOCC2)c1[N+](=O)[O-]	0
Cc1ccc(S(=O)(=O)Nc2ccc3c(c2)CC(=O)N([C@@H](C)CO)C[C@H](C)[C@@H](CN(C)Cc2ccc(C(=O)Nc4ccccc4N)cc2)O3)cc1	0
C[C@@H]1CN([C@@H](C)CO)C(=O)CCCn2nncc2CO[C@H]1CN(C)C(=O)OCc1ccccc1	17
CC(C)Oc1ccccc1-c1nc(SCC(N)=O)n[nH]1	-7
CC(C)NC(=O)Nc1ccc2c(c1)CC(=O)N([C@H](C)CO)C[C@H](C)[C@H](CN(C)C(=O)NC1CCCCC1)O2	5

A portion from the list above, for reference:
SMILES	ROS inducer
COc1ccc([N+](=O)[O-])cc1NC(=O)c1ccccc1OCC(=O)Nc1cccc(C)c1	11
C[C@H](CO)N1C[C@H](C)[C@@H](CN(C)Cc2ccc(Oc3ccccc3)cc2)Oc2ccc(NC(=O)CCCN(C)C)cc2C1=O	-1
C[C@H](CO)N1C[C@H](C)[C@@H](CN(C)S(=O)(=O)c2cn(C)cn2)Oc2ccc(NC(=O)Nc3ccc(F)cc3)cc2C1=O	-8
COc1cc(/C=C2/C(=N)N3C=CSC3=NC2=O)cc(OC)c1OCCOc1ccc(C)c(C)c1	35
N#CC(C#N)=C(N)/C(C#N)=C/c1cc(O)c(O)c(O)c1	-3
C[C@H](CO)N1C[C@H](C)[C@H](CN(C)Cc2ccccc2)Oc2ncc(-c3cc4ccccc4o3)cc2C1=O	62
C[C@@H]1CCCCO[C@H](CN(C)C(=O)Cc2ccccc2)[C@@H](C)CN([C@H](C)CO)C(=O)c2cc(NC(=O)Nc3ccc(F)cc3)ccc2O1	20
Nc1ncnc(NCCN2CCOCC2)c1[N+](=O)[O-]	0
Cc1ccc(S(=O)(=O)Nc2ccc3c(c2)CC(=O)N([C@@H](C)CO)C[C@H](C)[C@@H](CN(C)Cc2ccc(C(=O)Nc4ccccc4N)cc2)O3)cc1	0
C[C@@H]1CN([C@@H](C)CO)C(=O)CCCn2nncc2CO[C@H]1CN(C)C(=O)OCc1ccccc1	17
CC(C)Oc1ccccc1-c1nc(SCC(N)=O)n[nH]1	-7
CC(C)NC(=O)Nc1ccc2c(c1)CC(=O)N([C@H](C)CO)C[C@H](C)[C@H](CN(C)C(=O)NC1CCCCC1)O2	5
